Bioassay records from PubChem.
mIAP block = blocks mouse intestinal alkaline phosphatase | inhibition, % at 10 µM | purified mouse IAP, CDP-Star luminescence, 30 min | AID 2806 | hit rate 0.2% among 330,000;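 active means inhibition of at least 40% at 10 µM in the primary screen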;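 further: plate controls were DMSO with enzyme for no effect and no enzyme wells for full effect; values of inactives mirror those of a sister screen read the other way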
beta cell repl = MIN6 beta-cell proliferation induction; MIN6 cells proliferation, ATPlite luminescence, 48 h; cells starved in 0.2% serum; 100% = growth in 10% serum; proliferation, % at 10 µM; hit rate 0.29% among 330,000; AID 2380;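 active means compounds whose signal lies at least 3.5 SD above the mean of all wells on their plate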;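 further: 0% = DMSO-treated cells in low-serum medium and 100% = 10% serum control; some compounds called inactive have numbers as strong as hits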
tim10-1 inh = tim10-1 yeast growth inhibition. S. cerevisiae tim10-1 ts strain growth, BacTiter-Glo, 24 h. inhibition, % at 20 µM. hit rate 2.2% among 330,000;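 active means inhibition of at least 40%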;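 further: mutant grown at 25 °C; 0% = DMSO wells with yeast and 100% = wells holding no yeast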
A3G deaminase = blocks human APOBEC3G single-stranded DNA deamination | Q9HC16 | recombinant A3G, ssDNA deamination FAM/TAMRA fluorescence | inhibition, % at 20 µM | hit rate 0.28% among 330,000;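 active means inhibition of at least 40% at 20 µM, with no more than 30% in the related APOBEC3A deaminase screen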;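 further: plate controls were DMSO wells with A3G for no effect and wells lacking A3G enzyme for full effect; some compounds called inactive have numbers as strong as hits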
Target sequence (Q9HC16 whole entry, looked up): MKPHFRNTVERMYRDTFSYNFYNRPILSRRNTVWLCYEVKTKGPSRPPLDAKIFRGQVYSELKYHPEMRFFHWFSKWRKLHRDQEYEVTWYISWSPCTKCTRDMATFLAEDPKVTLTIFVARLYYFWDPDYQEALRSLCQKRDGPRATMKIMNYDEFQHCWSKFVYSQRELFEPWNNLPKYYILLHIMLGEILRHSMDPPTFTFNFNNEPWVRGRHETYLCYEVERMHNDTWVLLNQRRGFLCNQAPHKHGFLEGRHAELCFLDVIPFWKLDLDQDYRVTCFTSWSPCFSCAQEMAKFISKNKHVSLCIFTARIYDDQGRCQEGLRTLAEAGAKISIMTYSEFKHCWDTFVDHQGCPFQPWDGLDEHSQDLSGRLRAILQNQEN
TIM10 inh = growth inhibitors of TIM10 yeast strain | S. cerevisiae TIM10 strain growth, BacTiter-Glo luminescence, 24 h | inhibition, % at 10 µM | hit rate 1.4% among 330,000 | AID 463195;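 active means inhibition of 40% or more at the single tested concentration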;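 further: wild-type TIM10 isogenic control strain grown at permissive 25 °C; 0% = DMSO yeast wells and 100% = minimal medium wells without yeast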
hIAP block = human IAP inhibition; hit rate 0.12% among 330,000; inhibition, % at 10 µM; purified IAP, CDP-Star luminescence, 30 min; P09923;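 active means inhibition reaching a set limit with compound at 10 µM in the primary screen, cut at about 35% in these data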;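 further: plate controls were DMSO wells with enzyme for no effect and no-enzyme buffer wells for full effect; values of inactives mirror those of a sister screen read the other way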
Target sequence (P09923 whole entry, looked up): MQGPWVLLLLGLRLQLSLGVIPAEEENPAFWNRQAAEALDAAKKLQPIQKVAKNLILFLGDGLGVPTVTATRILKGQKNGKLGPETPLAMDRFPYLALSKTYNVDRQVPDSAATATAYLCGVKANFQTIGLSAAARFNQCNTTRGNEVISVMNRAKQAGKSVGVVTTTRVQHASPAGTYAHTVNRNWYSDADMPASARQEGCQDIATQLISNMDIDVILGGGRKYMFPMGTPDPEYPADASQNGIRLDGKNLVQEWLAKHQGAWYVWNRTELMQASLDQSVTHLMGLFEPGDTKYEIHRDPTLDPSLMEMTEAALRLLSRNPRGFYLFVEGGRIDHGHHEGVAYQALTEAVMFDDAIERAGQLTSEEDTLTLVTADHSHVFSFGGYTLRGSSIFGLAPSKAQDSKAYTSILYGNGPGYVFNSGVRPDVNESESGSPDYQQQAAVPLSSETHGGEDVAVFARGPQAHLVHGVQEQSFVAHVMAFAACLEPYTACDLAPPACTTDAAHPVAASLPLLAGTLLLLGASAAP
mIAP act = increases mouse intestinal alkaline phosphatase activity | muIAP, CDP-Star luminescence, 30 min; hits give high values; 1 = vehicle-only enzyme signal, 0 = enzyme-free wells | activation factor at 10 µM | hit rate 0.24% among 330,000 | AID 2805;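 active means activation factor of at least 2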; further: the source names both 10 and 20 µM as test concentration; values of inactives mirror those of a sister screen read the other way
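Assay system: mouse IAP enzyme; reagent: chemiluminescent substrate CDP-Star; dosing: test compounds delivered from DMSO solution; schedule: 30 min at room temperature; measured by: luminescence from enzymatic CDP-Star hydrolysis; controls: DMSO-only wells and no-enzyme negative control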
NLRP3 yeast inh = inhibitors of NALP3 inflammasome in yeast; Yeast reconstituted NLRP3/ASC/caspase-1, beta-gal luminescence, 24 h; inhibition, % at 10 µM; hit rate 0.39% among 330,000; AID 2825;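 active means inhibition of 50% or more; inactive means inhibition below 50%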;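 further: plate controls were induced DMSO wells for no effect and uninduced yeast grown without galactose for full effect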
A3A deaminase = human APOBEC3A DNA deaminase inhibition; P31941; recombinant A3A, FAM/TAMRA ssDNA deamination fluorescence; inhibition, % at 20 µM; hit rate 0.41% among 330,000;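 active means at least 40% inhibition at 20 µM here, with at most 30% in a related deaminase screen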;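 further: plate controls were A3A with DMSO for no effect and wells lacking A3A enzyme for full effect; some results filed as inactive read as strong as hits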
Active calls of the source: *; · = not tested or not shown. This is a random part of the collection. Share with any hit: about 4.6%.

Order of results – mIAP block, beta cell repl, tim10-1 inh, A3G deaminase, TIM10 inh, hIAP block, mIAP act, NLRP3 yeast inh, A3A deaminase
1: CCOc1ccc(OCc2ccc(C(=O)NC(C)(C)C)o2)cc1
 : -8, -3, 6, 2, -5, 18, 1.1, 40, 6
2: CC1(c2cc(F)ccc2F)NC(=O)N(CC(=O)Nc2cccc(S(=O)(=O)N3CCCC3)c2)C1=O (stereo not given)
 : -10, -1, 1, -7, 6, -2, 1.1, 3, -5
3: O=C(Oc1ccc(N(C(=O)c2ccncc2)S(=O)(=O)c2ccc(Cl)cc2)cc1)c1ccncc1
 : -3, -4, -57, -2, 3, 6, 1, 5, 1
4: Cc1cc(C)c(OCC(=O)NCCCn2nc(C)cc2C)c(C)c1
 : 0, 0, 26, -9, 10, -2, 1, 7, 3
5: CC(C)c1cc(C(=O)N2CCCC(N3CCN(c4ccccc4F)CC3)C2)nc(N)n1 (stereo not given)
 : 15, 3, 16, -4, 5, -2, 0.85, -9, -2
6: COc1ccccc1OCCNC(=O)c1ccccc1OCc1c(C)noc1C
 : -2, 4, 19, 10, 13, 8, 1, 9, -3
7: Nc1nc(-c2ccc(Cl)cc2)nc(-c2ccc(Cl)cc2)n1
 : 4, -1, 9, 5, 6, 13, 0.96, 8, 11
8: C=CCN1C(=O)C(Cc2ccc(Br)cc2)S/C1=N\N=C\c1ccco1 (stereo not given)
 : 1, -2, 24, -5, 4, 5, 0.99, 12, 0
9: O=C(Nc1ccc(NC(=O)c2cccs2)cc1)c1cccnc1
 : 2, -1, -69, -15, -32, 0, 0.97, 4, -2
10: CCOCCn1c(SCC)nc2c1c(=O)[nH]c(=O)n2C
 : -10, 0, -2, 5, -6, -3, 1.1, 8, 3
11: Cc1ccc(S(=O)(=O)N(CC(=O)Nc2cccc([N+](=O)[O-])c2)C2CCCCC2)cc1
 : 23, -3, 32, -1, 4, 7, 0.77, 0, 22
12: Cc1ccc(S(=O)(=O)c2cccc(S(=O)(=O)N3CCCC3)c2)cc1S(=O)(=O)N1CCCC1
 : -2, -3, 23, -6, 10, 0, 1, 12, 2
13: Oc1oc(-c2ccccc2)nc1C=NCc1ccccc1
 : 4, 1, -9, -3, -20, 12, 0.96, 12, -5
14: COc1ccc(S(=O)(=O)NC(C)C(=O)Nc2ccccc2F)cc1 (stereo not given)
 : -7, -5, 8, 0, 0, 4, 1.1, -1, 4
15: O=C1CC(SCc2nc3ccccc3[nH]2)C(=O)N1c1cccc(Cl)c1 (stereo not given)
 : 12, 0, 40*, -10, 26, -2, 0.88, 4, -1
16: Cc1ccc(C(=O)c2cnc3cc4c(cc3c2S(=O)(=O)c2ccccc2)OCCO4)cc1
 : 5, -5, 24, -13, 30, 18, 0.95, 22, 0
17: COc1cc(OC)c2ccc(=O)oc2c1
 : -15, -5, 7, -5, 4, -6, 1.1, 6, -3
18: Cc1cc(NC(=O)CSc2nnc(NC(=O)C3CC(=O)N(c4ccccc4)C3)s2)no1 (stereo not given)
 : 0, -1, -2, -7, -2, -26, 1, 13, -8
19: NC1=NC[C@H](c2ccccc2)N1CCc1cc(C(F)(F)F)cc(C(F)(F)F)c1
 : 1, -8, -3, -8, -1, 11, 0.99, 6, -1
20: CCCCN1CCCC1CNC(=O)c1cc(C#N)c2ccccc2c1OC (stereo not given)
 : 1, -5, 24, -4, 5, -11, 0.99, 9, 1
21: Cc1cc(C)n2c(SCCN3C(=O)c4ccccc4C3=O)nnc2n1
 : 20, -2, 7, -3, -10, 0, 0.8, 4, -3
22: O=C(CCn1cnnn1)Nc1ccc(F)cc1
 : -4, -1, 9, -3, 1, 6, 1, 7, -2
23: COCCn1c(SCC(N)=O)nnc1-c1c[nH]c2ccccc12
 : -7, 5, -1, -5, 3, -10, 1.1, 4, -3
24: C=CCN(C(=O)c1ccc2snnc2c1)c1ccccc1
 : -1, 0, 13, -14, 0, 2, 1, 12, -4
25: COc1ccccc1-c1coc2cc(O)cc(O)c2c1=O
 : 10, -4, 32, -7, 42*, -9, 0.9, 39, -2
26: NS(=O)(=O)c1ccc(CCNC(=O)Cc2ccccc2[N+](=O)[O-])cc1
 : -1, -2, 14, -8, 5, -8, 1, -5, 1
27: CCc1ccc(C(=O)NCc2ccc(Cl)cc2Cl)cc1
 : -33, -1, -13, -2, -4, -22, 1.3, 19, 8
28: Cc1ccc(C)c(NC(=S)NNc2ccc(F)cc2F)c1
 : 13, -8, 47*, -7, 13, 2, 0.87, 25, -1
29: Cc1ccc(Cl)c2c1NC(=O)C2(O)CC(=O)c1ccccc1O (stereo not given)
 : 5, -2, 11, 1, -4, 17, 0.95, 21, 2
30: Cc1sc(NC(=O)c2oc3ccccc3c2C)c(C#N)c1C
 : 11, 0, 15, -3, -13, 1, 0.89, 3, 6
31: CN(C(=O)NC1CCCCC1)c1ccccc1
 : 0, 0, -2, -13, -11, 17, 1, 14, -4
32: Cn1nc([N+](=O)[O-])nc1Oc1ccccc1F
 : -7, -1, 14, -4, 7, 4, 1.1, 10, 4
33: CCOC(=O)CNc1nc(C(C)(C)C)nc2c1nnn2Cc1ccccc1
 : 1, -5, -4, -2, 1, -11, 0.99, 17, -4
34: CCOC(=O)c1c(-c2cccs2)csc1NC(=O)CN(CC)CC
 : 3, -5, 3, -7, 5, 14, 0.97, 13, -5
35: CCOC(=O)Cc1csc(NC(=O)CN2CCCCC2)n1
 : 4, 1, 1, -6, -3, -42, 0.96, 17, -1
36: Cc1ccc(-c2nn(C)c(=O)c3ccccc23)cc1S(=O)(=O)N1CCCC1
 : 5, 0, 9, -1, -3, -3, 0.95, -2, 3
37: CS/C(N)=N/N=C/c1ccc2c(c1)OCO2
 : 13, 0, 4, -2, 6, -2, 0.87, 12, -1
38: C#CCOCCOCCOCCNc1nc(N2CCN(C(=O)[C@H](CCC(=O)O)n3cc(C(N)[C@H](C)CC)nn3)CC2)nc(N2CCN(C(=O)[C@H](CCC(=O)O)n3cc(C(N)[C@H](C)CC)nn3)CC2)n1 (stereo not given in full)
 : 14, 2, 0, -8, 6, 7, 0.86, 14, -2
39: CCC(Oc1cc(Cl)ccc1Cl)C(=O)NNC(=O)CCC(=O)O (stereo not given)
 : 6, -1, -10, -7, -4, -19, 0.94, -4, -2
40: C[C@H](NS(=O)(=O)c1ccc(Cl)cc1)C(=O)OCC(=O)N1CCOCC1
 : -8, -3, 17, -7, 5, 8, 1.1, 0, -3
41: Cc1cc(C(=O)NC2CCCC(C)C2C)c2ccccc2n1 (stereo not given)
 : 3, -3, 9, -3, 1, -2, 0.97, 2, -3
42: Cc1ccc(OCc2ccc(C(=O)Nc3ccc(C(N)=O)cc3)o2)c([N+](=O)[O-])c1
 : 2, 0, 17, -5, 1, 2, 0.98, 14, 3
43: Cn1cccc1Cc1nnc(SCC(=O)NCCc2ccccc2)n1C
 : 8, 1, 8, -3, 6, 7, 0.92, 8, -3
44: CC(C)N(C(=O)[C@H]1C[C@H](CC(=O)NCCCN(C)C)C(=O)N2CCc3c([nH]c4cc(-c5ccco5)ccc34)[C@]12C)C(C)C
 : -6, ·, 26, 2, 19, ·, 1.1, ·, 2
45: CC(C)Cn1c(N)c(C(=O)COC(=O)C2CCCN2C(=O)c2cccs2)c(=O)n(C)c1=O (stereo not given)
 : 4, -5, 15, 3, 8, -14, 0.96, 16, -2
46: N/C(=N\OC(=O)c1cccc(F)c1)c1cccc([N+](=O)[O-])c1
 : -1, -2, 24, 0, 14, 2, 1, 27, -2
47: CCN(CC)c1ccc(NC(=O)COC(=O)C2CCN(c3ccc(C(F)(F)F)cn3)CC2)cc1
 : 7, 2, -1, -4, 11, 0, 0.93, 16, -1
48: Cc1ccccc1CNC(=O)C(=O)NCC1CCCN1S(=O)(=O)c1ccccc1 (stereo not given)
 : 5, 2, 7, -5, 9, -5, 0.95, 6, 2
49: COC(=O)[C@@H]1C[C@H]2CC[C@H](O)C[C@H]2N1Cc1ccc(C(F)(F)F)cc1
 : 6, -5, 13, -3, 8, 8, 0.94, 22, -2
50: O=C(Cc1ccccc1)Nc1ccc(-c2nnc(-c3ccco3)o2)cc1
 : -10, 0, 3, 4, -40, 6, 1.1, 5, -2
51: CCCCCOc1ccc(C2C(C(C)=O)=C(C)Nc3ncnn32)cc1OC (stereo not given)
 : 8, -2, -3, -1, 8, -1, 0.92, 3, -3
52: CN(C)C(=O)Nc1cnc2ccccc2c1
 : -12, -3, 10, 0, -10, 0, 1.1, 15, 1
53: CC(C)CC(C)c1cc(N)nc2nc3ccccc3n12 (stereo not given)
 : -2, -2, 16, -6, -1, 6, 1, -2, -2
54: CC(=O)c1c(C)[nH]c(C(=O)N2CCN(S(=O)(=O)c3ccc(F)c(F)c3)CC2)c1C
 : 5, 1, 16, 2, 11, -13, 0.95, 10, -5
55: Cn1c(=O)n(C)c2cc(S(=O)(=O)NCc3ccco3)ccc21
 : -2, -2, 15, -8, -4, -14, 1, 19, 0
56: CCCCNc1oc(-c2cccs2)nc1S(=O)(=O)c1ccccc1
 : 6, -3, 5, -1, 17, 9, 0.94, 12, 1
57: N/C(=N\OC(=O)Cc1ccc(-c2ccccc2)cc1)c1ccccn1
 : -6, -2, 54*, -6, 53*, -12, 1.1, 18, -6
58: COc1ccc(OC)c(NC(=O)CCNS(=O)(=O)c2ccc3c(c2)c(=O)n(C)c(=O)n3C)c1
 : -6, -3, -2, -2, -5, -6, 1.1, 8, 5
59: Cc1ccc(-n2nc(C)c(C3(O)C(=O)N(C)c4ccccc43)c2N)cc1 (stereo not given)
 : 5, -1, 3, -8, 0, 16, 0.95, -3, -3
60: CC(=O)C1=C(C)OC(N)=C(C#N)C1c1cc2cc(C)c(C)cc2nc1Cl (stereo not given)
 : 9, 0, -5, -6, 6, 3, 0.91, 5, -4
61: Cc1noc(C)c1C(=O)OC(C)C(=O)N1CCc2ccccc21 (stereo not given)
 : -2, -2, 9, -1, 1, -6, 1, 9, 1
62: COC(=O)c1sc(N2C(=O)C(O)=C(C(=O)c3ccc(C)o3)C2c2ccc(F)cc2)nc1C (stereo not given)
 : 19, -2, 14, -2, 8, 30, 0.81, 14, -2
63: CCOc1cc(NC(=S)Nc2ccc(Cl)cc2)c(OCC)cc1NC(C)=O
 : -11, 0, 32, -11, 16, 6, 1.1, 17, 0
